Assay outcomes from PubChem BioAssay.
Rac1 GTP hydrolysis = MgcRacGAP GTPase-activating activity inhibitors, confirmation, biochemical, ADP Hunter fluorescence; inhibition, % at 30 µM, or IC50 in µM where a hit was titrated; AID 624330; MgcRacGAP-stimulated Rac1 GTP hydrolysis, ADP Hunter fluorescence; higher % means a stronger effect; GST-tagged Rac1 F28L mutant substrate; actives 0.6% (n = 340,000);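 active = first-screen hits whose inhibition reached a set limit at any dose in the follow-up dose series; inconclusive = inhibition above the set first-screen limit but never retested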;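 note: fluorescence reports GDP produced by GAP-driven GTP hydrolysis; strong numbers were not always called active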
NTR1 agonist = NTR1-driven beta-arrestin-GFP spot formation – imaging, U2OS cells, high content, primary screen (AID 493036); agonist mode; actives 0.17% (n = 330,000); activation, % at 20 µM; P30989;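 active = activation at or above 40% of the spot to cytoplasm intensity ratio, with at least 20 cells analyzed; inconclusive = wells under 20 cells, flagged as cytotoxic or low count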;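 note: 0% = DMSO without peptide and 100% = 100 nM NTR1 peptide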
Target sequence (P30989 whole entry, looked up): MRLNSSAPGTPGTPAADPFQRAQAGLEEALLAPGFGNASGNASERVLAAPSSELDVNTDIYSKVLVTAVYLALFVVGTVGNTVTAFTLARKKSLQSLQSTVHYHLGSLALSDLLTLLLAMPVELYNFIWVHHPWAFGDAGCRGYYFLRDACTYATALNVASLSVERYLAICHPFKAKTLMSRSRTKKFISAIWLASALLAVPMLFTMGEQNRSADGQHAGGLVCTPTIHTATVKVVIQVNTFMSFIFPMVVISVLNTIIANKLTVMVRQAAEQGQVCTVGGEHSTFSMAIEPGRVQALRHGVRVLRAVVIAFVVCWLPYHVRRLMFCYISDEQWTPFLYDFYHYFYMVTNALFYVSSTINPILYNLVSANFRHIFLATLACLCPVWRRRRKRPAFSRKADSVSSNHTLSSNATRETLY
RSV antiviral HEp-2 = RSV antiviral activity via CPE protection, HEp-2 cells, primary 10 µM value included (AID 2391); HEp-2 cells, RSV-induced CPE inhibition; higher % means a stronger effect; CPE inhibition, % at 10 µM; hits with a dose series show IC50 in µM; actives 0.13% (n = 310,000); in the data active = a potency from the dose series; inconclusive = CPE inhibition mostly from about 23% at the one dose, without a potency; inactive = the rest, 99 in 100 with CPE inhibition below about 21%; note: strong numbers were not always called active
SV40 large T antigen = SV40 large T antigen inhibitors, biochemical (AID 1903) | SV40 large T antigen ATPase/helicase inhibition assay; higher % means a stronger effect | actives 0.39% (n = 310,000) | one-dose inhibition, % at 20 µM; IC50 in µM for titrated hits; in the data active = a potency from the dose series; inconclusive = inhibition mostly from about 32% at the one dose, without a potency; inactive = the rest, 99 in 100 with inhibition below about 32%; note: strong numbers were not always called active
SIAH1 antagonists = blockers of Siah-1 interaction with plectin peptide – biochemical, fluorescence polarization, rhodamine-plectin, uHTS, primary screen (AID 1817) | Siah-1 / rhodamine-plectin peptide fluorescence polarization; higher % means a stronger effect | displacement, % at 20 µM, or IC50 in µM where a hit was titrated | actives 0.02% (n = 290,000);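 active = displacement of at least 50% at 20 µM, with a fluorescence ratio check between 0.3 and a set limit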;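 note: plate controls were Siah plus tracer with DMSO for no effect and tracer alone without Siah for full effect; strong numbers were not always called active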
West Nile virus CPE = West Nile virus antiviral activity, cell-based, CPE readout (AID 1621); actives 0.02% (n = 290,000); CPE inhibition, % at 10 µM, or IC50 in µM where a hit was titrated; West Nile virus-infected cells, CPE inhibition; higher % means a stronger effect; in the data active = a potency from the dose series; inconclusive = CPE inhibition mostly from about 3.7% at the one dose, without a potency; inactive = the rest, 99 in 100 with CPE inhibition below about 2.2%; note: strong numbers were not always called active
UTI89 phage lysis = inhibition of K1F phage lysis, E. coli UTI89, bacterial capsule biogenesis inhibitors, alamar blue (AID 488966). E. coli UTI89 K1F phage lysis, alamar blue, 2 h; higher % means a stronger effect. one-dose inhibition, % at 100 µM; IC50 in µM for titrated hits. actives 0.02% (n = 340,000);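 active = phage lysis inhibition, versus mean bacterial control, above a set limit; inconclusive = no clear call, values can overlap the other calls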;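 note: capsule biogenesis inhibitors block K1F phage lysis so surviving cells raise fluorescence; higher fluorescence means more inhibition of phage lysis; actives were called in the ten point dose series up to 300 µM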
AID2073 = inhibitors of Mint1-CaV2.2 protein interaction, biochemical, HTRF (AID 2073); actives 0.19% (n = 290,000); HTRF protein-protein interaction, Mint1-CaV2.2; higher % means a stronger effect; inhibition, % at 20 µM; hits with a dose series show IC50 in µM; in the data active = inhibition mostly above about 51%, no sharp cut-off; inconclusive = no clear call, values can overlap the other calls; inactive = mostly below about 53%; note: some results filed as inactive read as strong as hits
Dengue-2 NS5 capping = flavivirus cap methylation enzyme inhibition – biochemical, confirmation dose response, primary screen (AID 588689). Dengue-2 NS5 methyltransferase capping enzyme assay, biochemical; higher % means a stronger effect. inhibition, % at 25 µM, or IC50 in µM where a hit was titrated. actives 0.3% (n = 340,000); in the data active = a potency from the dose series; inconclusive = inhibition above about 29% without an active follow-up result
NTR1 agonist cell count 20 µM = second read-out of NTR1 agonist, no call of its own (marks repeat the call); cell count; measured here: cell count, cytotoxicity flag
Dengue-2 NS5 capping pilot replicate = also measured in Dengue-2 NS5 capping; calls as there; inhibition, %; measured here: pilot screen replicate inhibition
An asterisk follows results filed as active; u = inconclusive; x = not tested or not shown; [ ] = remark or other dose.

SMILES	Rac1 GTP hydrolysis	NTR1 agonist	NTR1 agonist cell count 20 µM	RSV antiviral HEp-2	SV40 large T antigen	SIAH1 antagonists	West Nile virus CPE	UTI89 phage lysis	AID2073	Dengue-2 NS5 capping	others
CC(C(=O)Nc1ccc(C(F)(F)F)cc1)N(C)CC(=O)N1CCN(Cc2ccccc2)CC1 (stereo unspecified)	11%	-0.4	54	x	x	x	x	-4.9%	x	2%
COc1ccc(NC(=S)Nc2cnc3ccccc3c2)c(OC)c1	10%	2.1	49	0.9%	9%	9%	-0.2%	0.2%	13%	-1%
Cc1nn(Cc2ccc(Cl)cc2)c(C)c1NC(=O)C1CC=CCC1C(=O)O (stereo unspecified)	11%	2.0	32	x	11%	-7%	0.3%	0.2%	2%	0%
Cc1ccc2[nH]c(C)c(CCNC(=O)NC3CCCCC3)c2c1	3%	0.6	63	3.2%	22%	14%	-0.9%	0.3%	-3%	-7%
N#CC1=C(N)C(C#N)(C#N)C2(C(=O)Nc3ccccc32)C2CCCC=C12 (stereo unspecified)	6%	0.7	44	0.1%	21%	-2%	-0.7%	2.3%	-4%	-3%
O=C(NC1(C(F)(F)F)C(=O)Nc2c1c(=O)[nH]c(=O)n2Cc1ccccc1)c1ccc(Cl)cc1Cl (stereo unspecified)	2%	-0.6	40	1.6%	19%	1%	0.0%	0.7%	-45%	1%
CC1=C(C(=O)O)N2C(=O)C(NC(=O)c3c(F)cccc3F)C2SC1 (stereo unspecified)	6%	-0.4	65	x	x	x	x	-0.1%[50 µM]	x	-14%
CCOC(=O)c1sc(/N=C/N(C)C)nc1C	8%	-0.3	61	1.5%	11%	2%	-0.2%	1.8%[50 µM]	11%	-8%
CCc1nccn1S(=O)(=O)c1cc(Br)ccc1OC	4%	1.3	66	0.5%	-4%	0%	-0.4%	0.6%	2%	2%
CCN1C(=O)[C@H]2[C@H]3CN=C(SCC4CC4)N3[C@@](Cc3ccccc3)(C(=O)OC)[C@H]2C1=O	7%	2.9	72	x	x	x	x	0.1%	x	-10%	Dengue-2 NS5 capping pilot replicate=-4.2
COc1ccc(-n2nc(C(=O)Nc3nc4ccc(OC)cc4s3)c3ccccc3c2=O)cc1	6%	5.4	49	2.9%	24%	10%	-0.5%	5.5%	25%	1%
COc1ccc(C(=O)C(C)Sc2nnc(C3CC3)n2C2CC2)cc1 (stereo unspecified)	6%	0.9	96	3.8%	x	x	x	0.4%[50 µM]	x	-4%
O=C(NCc1cccnc1)C(=O)Nc1nccs1	x	-0.1	54	-0.3%	7%	0%	-0.1%	x	1%	x
O=C(COC(=O)c1cccc(S(=O)(=O)N2CCc3ccccc32)c1)NC1CCS(=O)(=O)C1 (stereo unspecified)	11%	-1.0	39	1.7%	6%	2%	0.3%	0.4%	-2%	-6%
Cc1csc(CNc2ncnc3ccc(-c4cccc(Cl)c4)cc23)c1	-18%	0.8	59	x	x	x	x	-0.1%	x	-5%
CCOc1cc(C2C(C(=O)OC)=CN(C3CCCC3)C=C2C(=O)OC)cc(Br)c1O	2%	4.9	63	-1.8%	7%	2%	-0.4%	2.2%	1%	-4%
Cc1cc(Cl)c2ccccc2n1	6%	0.4	82	2.7%	12%	-4%	0.4%	1.4%[50 µM]	1%	-7%
CCOC(=O)N1CCN(C(=O)/C=C/c2ccc(OC)cc2)CC1	5%	-1.7	54	-1.3%	0%	1%	-1.1%	0.2%	-2%	2%
COc1ccc(COc2ncnc3ccc(Br)cc23)cc1F	-1%	-0.9	50	7.9%	3%	0%	-1.1%	0.0%	10%	-13%
Cc1ccnc2nc(C(=O)OCC(=O)NC3CCCC(C)C3C)nn12 (stereo unspecified)	2%	0.6	59	0.6%	x	x	x	0.5%[50 µM]	x	-7%
CCCN(CCC)CC(O)COc1ccccc1C(=O)Nc1ccccc1 (stereo unspecified)	17%	0.2	55	1.2%	5%	15%	-0.4%	-0.8%	4%	1%
Cc1ccccc1N1CCN(CC(=O)Nc2ccccc2C(=O)NC2CC2)CC1	2%	3.2	47	2.0%	x	x	x	-0.1%[50 µM]	x	-5%
CCN1CCN(c2ccc(S(=O)(=O)N3CCOCC3)cc2NC(=O)c2ccc(F)cc2Cl)CC1	2%	-0.6	74	-1.7%	12%	x	x	0.5%[50 µM]	x	3%
CCNCc1cc(Cl)cc(OC)c1OC(C)C	7%	-0.8	66	-0.3%	3%	-7%	-0.3%	1.4%[50 µM]	-2%	-12%
CCc1nnc(NC(=O)C2CC(=O)N(c3ccc(C)cc3)C2)s1 (stereo unspecified)	2%	2.6	79	0.6%	18%	2%	0.4%	-0.2%	-12%	-8%	Dengue-2 NS5 capping pilot replicate=-3.3
c1ccc2c(c1)CCN(c1ncnc3nc[nH]c13)C2	7%	-0.6	61	4.2%	-2%	1%	0.0%	-1.4%	29%	-8%
CC(C)(C)c1ccc(C(=O)NNC(=O)CCC(=O)Nc2ccccc2)cc1	7%	0.8	70	0.3%	22%	3%	0.4%	-0.1%	11%	-2%
Cc1ccc(OCC(=O)NCCNC(=O)c2ccccn2)cc1	5%	-1.2	41	1.5%	24%	3%	0.0%	0.2%	2%	0%
O=C(N1CCCCCC1)N1CCN(C(=O)N2CCCCC2)CC1	4%	-0.9	55	0.9%	12%	-6%	-0.1%	0.0%	5%	-3%
CC(C)CCOc1ccc(C(=O)NCC(c2ccco2)N(C)C)cc1 (stereo unspecified)	-1%	-0.4	45	0.1%	5%	2%	0.1%	0.2%	5%	1%
N#CC1=C(O)C(c2ccccc2)n2c1nc(=O)c1ccccc12 (stereo unspecified)	17%	-0.8	31	0.8%	-4%	-3%	0.2%	0.3%	u	-2%
Cc1ccc(C2NC(=S)NC3=C2N2CCC3CC2)cc1 (stereo unspecified)	6%	0.2	42	0.4%	10%	-4%	0.4%	0.5%	-55%	1%
N#C/C(=C\c1ccc[nH]1)S(=O)(=O)c1ccccc1	2%	-1.2	85	0.5%	11%	-1%	0.2%	-0.6%	3%	0%
CCN(CC(=O)Nc1ccc(NC(C)=O)cc1)C(=O)COc1ccc2ccccc2c1	2%	0.8	54	-0.1%	2%	x	x	2.8%[50 µM]	x	0%
O=C1NN(c2cccc(Br)c2)C(=O)/C1=C/c1ccc(-c2cc([N+](=O)[O-])ccc2O)o1	16%	10	49	0.2%	38%	-4%	0.3%	1.4%[50 µM]	61%*	70%
COc1ccc(C2=NCCNC(C(F)(F)F)=C2)cc1	4%	-2.1	49	-1.6%	1%	0%	0.3%	0.2%	0%	-5%

Quoted at random: 2 compounds from above.
SMILES	Rac1 GTP hydrolysis	NTR1 agonist	NTR1 agonist cell count 20 µM	RSV antiviral HEp-2	SV40 large T antigen	SIAH1 antagonists	West Nile virus CPE	UTI89 phage lysis	AID2073	Dengue-2 NS5 capping	others
c1ccc2c(c1)CCN(c1ncnc3nc[nH]c13)C2	7%	-0.6	61	4.2%	-2%	1%	0.0%	-1.4%	29%	-8%
CC(C)CCOc1ccc(C(=O)NCC(c2ccco2)N(C)C)cc1 (stereo unspecified)	-1%	-0.4	45	0.1%	5%	2%	0.1%	0.2%	5%	1%

Next results follow.
SMILES	Rac1 GTP hydrolysis	NTR1 agonist	NTR1 agonist cell count 20 µM	RSV antiviral HEp-2	SV40 large T antigen	SIAH1 antagonists	West Nile virus CPE	UTI89 phage lysis	AID2073	Dengue-2 NS5 capping	others
CCN(C[C@H]1N[C@@](CC)(C(=O)OC)[C@H]2C(=O)N(C)C(=O)[C@@H]12)C(C)=O	2%	3.2	68	x	x	x	x	0.2%	x	-5%	Dengue-2 NS5 capping pilot replicate=-2.1
CC(C)(C)c1ccc(-c2nnc(SCCN3C(=O)c4ccccc4C3=O)o2)cc1	3%	2.6	51	-1.5%	-6%	5%	0.1%	-2.2%[50 µM]	4%	0%
CCOC(=O)Cc1csc(NC(=O)c2ccoc2C)n1	0%	0.0	50	0.8%	7%	-4%	-0.1%	1.5%	-3%	-7%
O=C(O)C(=O)/C(=C\c1ccc([N+](=O)[O-])cc1)c1ccc2ccccc2n1	7%	-0.1	52	2.1%	0%	5%	0.1%	0.2%	37%	-39%
CCOC(=O)CSc1nnc(CNC(=O)Cc2ccccc2)n1-c1ccccc1OC	11%	0.0	75	0.8%	3%	0%	-0.2%	-0.9%	-2%	6%
CCn1nc(C)cc1C(=O)NC1CCCc2c1cnn2-c1cc(F)cc(F)c1 (stereo unspecified)	8%	0.7	55	4.9%	13%	2%	-1.1%	-0.1%	-4%	-5%
O=C(Nc1cccc(S(=O)(=O)N2CCCCC2)c1)c1cc([N+](=O)[O-])ccc1N1CCOCC1	-2%	1.4	65	3.8%	9%	x	x	-0.3%[50 µM]	x	2%
Cc1ccc(S(=O)(=O)NCC(=O)OCC(=O)N2CCc3ccccc32)cc1	12%	0.5	44	1.7%	3%	6%	0.0%	0.8%	u	1%
COCC(=O)NCCc1nc(-c2ccccc2)cs1	3%	-0.7	41	0.4%	-3%	-1%	0.0%	1.3%	3%	-3%
CCCn1nc(C(=O)Nc2ccc3nc(N4CCOCC4)sc3c2)ccc1=O	5%	3.3	63	x	x	x	x	1.3%[50 µM]	x	-15%
O=C(COC(=O)c1ccccc1Br)Nc1nnc(-c2ccccc2)o1	5%	0.4	55	2.0%	8%	x	x	0.5%[50 µM]	x	4%
CC(NC(=O)CSc1ncnc2nc[nH]c12)c1ccccc1 (stereo unspecified)	7%	-1.4	102	2.2%	7%	-1%	0.5%	0.8%	4%	2%
Oc1ccccc1CNc1ncc(Br)cc1Br	8%	3.9	54	-2.1%	2%	2%	-0.3%	0.8%	26%	-4%
O=C1CC(C(=O)NCc2ccccc2)C2(CCCC2)O1 (stereo unspecified)	4%	2.2	54	1.0%	13%	-3%	1.1%	2.2%	-9%	-3%
Cc1ccc([N+](=O)[O-])c2c1C(N1CCCC1)C(C)(C)O2 (stereo unspecified)	6%	-1.3	95	0.2%	25%	-4%	-1.5%	-0.3%	-1%	-14%
Cc1cc(C)cc(C(=O)NCC(=O)OCc2cc([N+](=O)[O-])cc3c2OCOC3)c1	5%	1.5	86	1.5%	-15%	-7%	0.0%	0.2%	0%	-3%
CC/C(=N\NC(=O)c1nnn(-c2nonc2N)c1CN(C)c1ccccc1)c1ccccc1	6%	2.4	70	6.5%	14%	5%	-0.1%	0.1%	10%	-5%
COc1ccc(-c2nn3c(-c4ccccn4)nnc3s2)cc1OC	5%	-0.8	89	2.6%	1%	6%	1.4%	0.6%	5%	-12%	Dengue-2 NS5 capping pilot replicate=1.4
CCCSc1ncccc1C(=O)O	6%	0.2	61	2.2%	6%	8%	-0.5%	0.6%	-1%	-4%
C1CN(CC23CC4CC(CC(C4)C2)C3)CCO1	6%	1.4	59	1.3%	2%	-2%	0.6%	0.2%	-4%	-7%

Rows were taken by chance; any-hit rate near 1.6%.
